AddAB inh: less growth of phage-infected E. coli with AddAB; E. coli expressing H. pylori AddAB, absorbance growth; inhibition, % at 11.9 µM; 0.29% of 330,000 active; AID 435030; in the data active means inhibition above about 12%;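 further: 0% = vehicle wells of infected cells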
Arrestin-AP2 inh: inhibitors of human beta-arrestin and AP2 interaction | FITC-arrestin peptide / GST-AP2 beads, flow cytometry; AP2 beta2 appendage carries R879A mutation | inhibition, % at 10 µM | 0.31% of 340,000 active | AID 504490;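 active means inhibition above a set limit, near 3 SD of compounds lacking own fluorescence, cut at about 54% in these data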;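 further: plate controls were DMSO wells for no effect and 5 µM unlabelled arrestin peptide for full effect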
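System: GST-AP2 R879A bound to glutathione beads, E. coli-expressed. Also added: 50 nM FITC-arrestin peptide. Schedule: compound with beads 12 min RT, then probe 1 h RT. Signal: bead flow cytometry, FITC channel. Read-out basis: percent response.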
phage Ecoli inh: E. coli growth loss with phage present; growth absorbance; inhibition, % at 11.9 µM; 0.26% of 360,000 active; in the data active means inhibition above about 11%
PKA-R1A act: PKA-R1A complex activation; P00514+P68181; PKA-R1A dissociation, Cy5-IP20 fluorescence polarization; scaled: DMSO 0%, 113 µM cGMP 100%; activation, % at 11.4 µM; 0.083% of 340,000 active;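 active means percent activation above the mean of all tested compounds plus 3 SD, cut at about 19% in these data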;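 further: higher means more PKAc released from R1A so a rise in polarization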
Tat export inh: blocks Tat-dependent protein export in E. coli; E. coli MC4100 TorA-mCherry Tat export, fluorescence; inhibition, % at 10 µM; 0.036% of 340,000 active;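 active means mean replicate inhibition at least 50% and at least half of replicates individually reaching 50%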;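 further: exported cargo escapes ClpAP degradation while cytoplasmic cargo is degraded and loses fluorescence; 0% = median of neutral control wells and 100% = median of NaSCN control wells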
OPRM1-OPRD1 ag: agonists of human mu-delta opioid receptor heterodimerization. P35372+P41143. cells, OPRM1-OPRD1 heterodimerization, luminescence. activation, % at 9.3 µM. 0.3% of 340,000 active. AID 504326; in the data active means activation above about 18%;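 further: 0% = vehicle-treated cells and 100% = reference agonist; values of inactives mirror those of a sister screen read the other way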
Target sequence (P35372 whole entry, looked up): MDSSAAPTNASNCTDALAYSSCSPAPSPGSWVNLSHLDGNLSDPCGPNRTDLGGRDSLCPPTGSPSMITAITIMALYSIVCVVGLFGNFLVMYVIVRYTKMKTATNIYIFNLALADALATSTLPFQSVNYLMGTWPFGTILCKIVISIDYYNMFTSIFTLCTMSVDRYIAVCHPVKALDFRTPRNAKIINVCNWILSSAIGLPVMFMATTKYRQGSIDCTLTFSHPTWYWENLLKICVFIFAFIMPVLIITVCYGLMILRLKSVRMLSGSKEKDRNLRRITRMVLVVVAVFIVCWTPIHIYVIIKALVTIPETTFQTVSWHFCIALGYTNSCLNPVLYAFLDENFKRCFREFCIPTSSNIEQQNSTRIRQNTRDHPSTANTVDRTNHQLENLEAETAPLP
Target sequence (P41143 whole entry, looked up): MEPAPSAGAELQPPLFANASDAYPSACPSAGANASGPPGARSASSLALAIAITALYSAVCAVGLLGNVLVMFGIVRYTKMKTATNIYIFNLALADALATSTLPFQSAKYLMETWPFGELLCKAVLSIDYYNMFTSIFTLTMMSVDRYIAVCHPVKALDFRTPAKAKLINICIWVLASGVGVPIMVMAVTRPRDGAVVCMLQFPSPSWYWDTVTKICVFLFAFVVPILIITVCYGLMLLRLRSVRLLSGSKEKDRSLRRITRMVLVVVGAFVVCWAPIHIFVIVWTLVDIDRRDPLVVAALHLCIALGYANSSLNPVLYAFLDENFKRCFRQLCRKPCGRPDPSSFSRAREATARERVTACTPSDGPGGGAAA
OPRM1-OPRD1 inv: inverse agonists of human mu-delta opioid receptor heterodimerization; P35372+P41143; cell-based MOR-DOR heterodimer luminescence, inverse agonism; inhibition, % at 9.3 µM; 0.21% of 340,000 active; in the data active means inhibition above about 22%, passing the limit was not always enough;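 further: 0% = cells with DMSO and 100% = wells without cells with DMSO; values of inactives mirror those of a sister screen read the other way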
E coli growth: counter-screen for AddAB inhibitors: E. coli growth inhibition; 0.27% of 330,000 active; E. coli V3065 growth, OD600 absorbance, 18 h; inhibition, % at 11.9 µM;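 active means inhibition above the campaign's mean inhibition across all tested compounds plus 3 SD, cut at about 9.9% in these data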;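 further: uninfected addAB+ strain grown without phage in ampicillin broth; 0% = DMSO wells and 100% = ciprofloxacin 0.95 µg/ml wells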
Mot1-301 SUMO: inhibitors of SUMOylation pathway: yeast Mot1-301 growth rescue | S. cerevisiae Mot1-301 growth rescue, ATP luminescence, 38.5C; percent above DMSO median, 100 means doubled | growth rescue, % at 18.8 µM | 1% of 320,000 active;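 active means every valid replicate shows activation above 250% relative to neutral control wells; inactive means the rest, any valid replicate at or below 250%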;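 further: OY570 slx delta 5 strain wells were the positive control but not used for scaling; some compounds called inactive have numbers as strong as hits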
DSG3 Ab inh: inhibitors of pemphigus antibody binding to human desmoglein-3; 0.48% of 310,000 active; binding (percent of control), % at 10 µM; AID 588358; P32926; DSG3-coupled beads, scFv-anti-DSG3-GFP binding, flow cytometry; active compounds read low;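 active means binding more than 3 SD below its plate's average and above zero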;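 further: hits lower antibody fragment binding to DSG3; some compounds called inactive have numbers as strong as hits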
PfHsp90 set2: growth inhibition of yeast expressing Plasmodium Hsp90 | inhibition, % at 9.4 µM | S. cerevisiae expressing PfHsp90, BacTiter-Glo ATP, 48 h; yeast lacking PDR1 and PDR3 efflux regulators | 0.32% of 310,000 active;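 active means every replicate shows inhibition above about 80%, whatever the replicate mean, limit read from the data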;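 further: 0% = DMSO neutral controls and 100% = 20 µM radicicol positive controls; yeast relying on Plasmodium falciparum Hsp90 in place of its own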
Starred values were filed as active, the others as inactive; . = not tested or not shown. Rows were taken by chance. About 2.8% of those tested had a hit in this group.

item	compound	AddAB inh	Arrestin-AP2 inh	phage Ecoli inh	PKA-R1A act	Tat export inh	OPRM1-OPRD1 ag	OPRM1-OPRD1 inv	E coli growth	Mot1-301 SUMO	DSG3 Ab inh	PfHsp90 set2
1	CCOC(=O)c1c(C)nc2sc3c(=O)n(-c4ccc(OC)cc4)cnc3c2c1-c1ccc(OC)cc1	1.9	1.1	3.3	0.7	-8.3	-2.4	13.3	1.3	-11.4	95.1	-4.8
2	CN1/C(=C/C(=O)c2ccc(Cl)cc2)Sc2cc3c(cc21)OCO3	4.5	103.4*	1.5	-1.0	-13.5	0.1	-0.3	0.5	11.0	110.8	0.1
3	CCOC(=O)c1cc(=O)n2nc(-c3ccccc3F)nc2s1	0.2	-0.9	0.9	1.9	-6.1	0.9	-5.5	-3.4	14.0	93.3	18.0
4	O=C(Nc1cccc(Cl)c1)c1ccc(-n2cncn2)c([N+](=O)[O-])c1	1.4	-7.2	1.2	8.0	1.2	4.0	-20.4	-0.1	-8.6	.	.
5	CCN(c1ccccc1)S(=O)(=O)c1ccc2[nH]cc(C(=O)NCCOC)c(=O)c2c1	-1.1	3.5	2.1	4.9	2.9	2.9	-16.2	0.3	11.8	97.7	-7.3
6	CCOP(=O)(OCC)C(NC(=O)Nc1c(C)cc(C)cc1C)c1ccccc1 (stereo not drawn)	0.0	3.5	3.1	8.3	-0.6	-3.0	14.5	-2.4	-4.0	104.4	-27.0
7	O=C(Cn1nc(-c2ccccc2)c2ccccc2c1=O)NCCO	-2.0	-14.9	3.1	-11.3	-6.1	-2.6	13.1	2.5	0.1	92.8	13.1
8	Cc1n[nH]c(=S)n1-c1cccc(Cl)c1	1.6	-18.3	3.4	-4.4	-2.6	-0.6	3.0	4.1	-8.3	105.2	-4.8
9	O=C(OCC(=O)N1CCOCC1)c1ccc[nH]c1=O	1.2	7.6	1.6	-5.0	4.0	-2.5	12.4	-0.1	9.1	.	29.4
10	COc1ccc(C(=O)c2c[nH]cc2-c2ccccc2)cc1	-0.8	-0.6	4.3	7.9	4.1	-3.3	16.9	1.5	-1.0	96.3	-13.4
11	CCOC(=O)CSc1nc2sc(C)c(C)c2c(=O)[nH]1	0.2	-3.8	1.4	10.5	-1.1	0.5	-2.3	-2.1	-17.1	106.0	-42.6
12	O=C(NNc1nc(-c2ccccc2)c2cc(Br)ccc2n1)c1ccc(S(=O)(=O)N2CCOCC2)cc1	-0.3	35.4	2.0	-13.4	-9.8	-4.8	25.9	-4.7	87.4	116.6	2.4
13	CCN1C(=O)N(CC)c2cccc3cccc1c23	-2.0	1.6	0.6	1.4	0.5	-0.1	0.5	0.7	6.3	94.6	-2.3
14	Cc1ncc(CO)c(/C=N/NC(=O)c2cc(Br)ccc2O)c1O	5.8	-1.1	5.1	-3.7	2.7	-0.2	1.1	1.1	8.4	93.6	-28.1
15	CCOc1ccc2nc(SCC(=O)Nc3cc(C)on3)c(C)cc2c1	2.9	16.4	1.4	-6.2	5.1	2.9	-20.0	-1.7	18.1	109.6	-12.1
16	CSC1=NC(C)(C)C=C(/C=C/c2ccc(Cl)cc2Cl)N1	-2.0	-3.4	4.7	-5.1	14.1	1.5	-7.7	-1.3	-23.9	104.1	9.4
17	Cc1ccc([C@@H]2[C@@H]3C(=O)N(c4ccccc4)C(=O)[C@@H]3[C@]3(Cc4ccccc4)C(=O)N(CC4CC4)CC(=O)N23)o1	5.0	21.2	-0.8	-7.2	-11.0	-2.3	10.4	-0.9	424.2	99.4	4.2
18	COc1ccc(S(=O)(=O)N2CCOCC2)cc1NC(=O)COc1ccc(C(C)=O)cc1OC	.	23.4	0.7	-7.3	-7.3	-3.5	18.5	.	.	100.8	12.2
19	CCOc1cc(CNCCCN2CCOCC2)ccc1OCC(=O)Nc1cccc2ccccc12	-1.9	5.8	-0.9	1.6	9.5	3.1	-17.5	-5.0	2.7	104.6	.
20	Clc1cccc(Cl)c1Cn1cnc2c(N3CCCCCC3)ncnc21	2.1	-57.4	-3.4	-12.3	8.7	3.1	-17.4	-0.6	5.8	100.9	-2.4
21	CCN(CC)S(=O)(=O)c1ccc2c(c1)nc(-c1ccccn1)n2C	1.6	22.8	4.6	2.7	-2.9	-0.4	2.4	0.3	125.9	112.7	-29.3
22	CCCCC(=O)NC(c1ccc(OC)c(OC)c1)c1c(O)ccc2ccccc12 (stereo not drawn)	1.3	15.2	.	-5.3	4.2	0.0	0.2	-1.2	-29.6	93.6	-11.8
23	O=C(NCc1ccco1)c1ccccc1NS(=O)(=O)c1cccs1	0.6	-4.0	1.9	4.0	-12.5	-2.2	11.5	0.7	-4.5	98.0	-41.4
24	CC(C)NC(=O)C1COc2ccccc2O1 (stereo not drawn)	1.5	3.9	2.1	-2.1	3.0	-1.3	8.7	0.2	-4.6	86.3	-8.6
25	Cc1nn(C(=O)CCC(=O)NCc2cccc(F)c2)c2ccccc12	0.3	5.4	-0.2	-14.4	0.9	0.1	-0.4	2.9	-1.7	99.2	14.0
26	NC(=O)CSc1nnc(Cc2cccs2)n1C1CCCCC1	-1.2	4.8	4.2	4.2	-0.8	-2.7	12.1	0.5	1.4	96.8	.
27	COc1ccc(CCNC(=O)c2cc3c(=O)n4cccc(C)c4nc3s2)cc1OC	4.1	-0.6	0.1	-1.3	1.1	-2.7	16.8	0.9	17.0	.	-1.2
28	CSc1ccc(/C=N/N2CCN(Cc3ccccc3Cl)CC2)cc1	-1.9	-1.3	4.5	3.7	5.8	4.7	-24.4	1.7	27.4	102.1	29.3
29	O=C1c2ccccc2C2NC(=O)C3(CCCCC3)N12 (stereo not drawn)	2.3	0.6	2.0	5.7	1.3	-0.9	5.1	1.5	308.5	100.0	-15.7
30	CC(=O)O[C@H]1C2OC(=O)C(C)=C2[C@@H]2OC(=O)[C@]3(CCC4OC41C)OC23 (stereo partly drawn)	3.7	-0.8	.	-3.3	-2.7	-2.0	11.3	-0.9	-16.6	97.7	.

Continuation.
item	compound	AddAB inh	Arrestin-AP2 inh	phage Ecoli inh	PKA-R1A act	Tat export inh	OPRM1-OPRD1 ag	OPRM1-OPRD1 inv	E coli growth	Mot1-301 SUMO	DSG3 Ab inh	PfHsp90 set2
31	O=C(Nc1cccc(C(=O)Nc2ccc(Cl)cn2)c1)c1ccccc1	0.4	-1.5	4.1	2.6	-6.7	-2.3	10.8	-3.0	1.8	98.9	7.5
32	Cc1ccsc1C(=O)OCC(=O)NCC1CCCO1 (stereo not drawn)	2.3	1.9	1.7	-11.0	11.5	-2.2	12.7	0.8	-3.8	103.6	2.0
33	O=C(Nc1ccc(C(=O)O)cc1)/C(=C\C=C\c1ccccc1)NC(=O)c1ccc(Br)cc1	2.1	13.3	2.6	1.4	8.2	-1.8	9.0	0.0	-7.4	104.7	-13.8
34	COc1ccc(-c2nn(CCC(=O)O)cc2/C=C2\SC(N)=NC2=O)cc1	3.7	10.3	3.1	2.0	1.4	-0.8	4.3	0.3	-23.4	102.8	-10.9
35	NC(=O)CSc1nnc2n(-c3ccccc3)c(=O)c3c4c(sc3n12)CCCCC4	1.7	-12.6	3.0	-5.2	3.1	-2.1	12.5	0.4	7.2	98.6	0.6
36	COc1ccc(C2C(C(=O)Nc3cccc(OC)c3)c3ccccc3C(=O)N2C)cc1 (stereo not drawn)	-0.1	-1.4	-0.4	7.7	-3.9	-2.9	13.6	-0.8	3.5	96.2	10.0
37	O=C1CC(N2CCN(Cc3ccc4c(c3)OCO4)CC2)C(=O)N1CCc1ccccc1 (stereo not drawn)	-0.2	1.1	4.0	12.6	0.6	-1.2	6.2	-1.6	6.1	99.3	26.6
38	CCCCN(C)C(=O)c1nc2ccccn2c1CNCCCn1nnc2ccccc21	0.1	-17.2	2.0	-1.8	-5.3	0.6	-2.7	-1.8	.	.	-8.3
39	CCN(C(=O)C(C)N1C(=O)/C(=C/c2cccs2)SC1=S)C1CCS(=O)(=O)C1 (stereo not drawn)	-0.3	20.3	-0.1	-2.6	-2.8	-2.9	15.4	0.3	-2.9	100.8	1.9
40	COC(=O)C1=C(C)N(Cc2ccco2)C(=O)/C1=C\c1ccc([N+](=O)[O-])cc1	-0.3	-3.6	0.7	-18.2	1.7	5.7	-26.4	0.8	207.5	.	-6.9
41	O=C(CCc1ccccc1)NN1C(=O)C2C3C=CC(C3)C2C1=O (stereo not drawn)	5.4	37.2	4.7	-3.6	-4.9	-1.6	8.1	5.4	-3.3	97.8	-1.5
42	Cc1c(C=C(C#N)c2ccc([N+](=O)[O-])cc2)c(=O)n(-c2ccccc2)n1C	.	-2.1	-0.6	4.8	-4.1	-0.5	2.8	.	.	99.3	.
43	O=C(O)/C(=C\c1cccs1)c1ccccc1	2.5	15.1	4.7	-0.2	4.3	-1.0	5.0	-2.2	-25.8	100.5	-7.3
44	O=C(CCC1CCCC1)Nc1ccon1	1.9	-4.1	2.1	10.1	-5.0	-1.4	8.4	-1.4	19.8	.	.
45	CS(=O)(=O)N1CCC(C(=O)NNC(=O)Nc2ccc(F)c(Cl)c2)CC1	-2.9	11.1	0.5	-1.4	-5.0	-2.0	11.1	2.0	-1.4	46.4	5.3
46	Cc1ccc(C(=O)Nc2ccc(NC(=O)c3ccco3)c(C)c2)cc1	-2.8	30.2	1.3	2.4	-8.0	1.8	-15.1	-0.6	58.0	109.0	23.1
47	CCn1cc(CN2CCC(n3nccc3NC(=O)CCCc3ccccc3)CC2)cn1	-2.0	-13.2	1.3	-1.1	3.2	3.8	-19.8	-1.4	-13.8	96.5	-5.0
48	CCCOc1ccc(OCC(=O)c2[nH]c(C)c(C(C)=O)c2C)cc1	-0.2	15.5	.	2.4	9.2	1.6	-8.6	0.0	-6.1	100.3	2.0
49	O=C(N/N=C/c1ccccc1)c1cc[n+]([O-])cc1	2.4	-4.8	1.5	-3.5	-6.4	0.4	-3.4	0.9	10.2	127.4	10.0

Retrieved by compound from above (4):
item	compound	AddAB inh	Arrestin-AP2 inh	phage Ecoli inh	PKA-R1A act	Tat export inh	OPRM1-OPRD1 ag	OPRM1-OPRD1 inv	E coli growth	Mot1-301 SUMO	DSG3 Ab inh	PfHsp90 set2
37	O=C1CC(N2CCN(Cc3ccc4c(c3)OCO4)CC2)C(=O)N1CCc1ccccc1 (stereo not drawn)	-0.2	1.1	4.0	12.6	0.6	-1.2	6.2	-1.6	6.1	99.3	26.6
42	Cc1c(C=C(C#N)c2ccc([N+](=O)[O-])cc2)c(=O)n(-c2ccccc2)n1C	.	-2.1	-0.6	4.8	-4.1	-0.5	2.8	.	.	99.3	.
31	O=C(Nc1cccc(C(=O)Nc2ccc(Cl)cn2)c1)c1ccccc1	0.4	-1.5	4.1	2.6	-6.7	-2.3	10.8	-3.0	1.8	98.9	7.5
49	O=C(N/N=C/c1ccccc1)c1cc[n+]([O-])cc1	2.4	-4.8	1.5	-3.5	-6.4	0.4	-3.4	0.9	10.2	127.4	10.0

Source: PubChem (several laboratories)
